Assay outcomes from PubChem BioAssay.
HDAC3 inh = human HDAC3 inhibition; O15379; recombinant HDAC3, fluorogenic peptide/trypsin coupled, fluorescence; inhibition, % at 8.3 µM; 320,000 tested, 0.15% active; AID 2718; in the data active = inhibition above about 26%, passing the limit was not always enough; inconclusive = no clear call, values can overlap the other calls
Target sequence (O15379 whole entry, looked up): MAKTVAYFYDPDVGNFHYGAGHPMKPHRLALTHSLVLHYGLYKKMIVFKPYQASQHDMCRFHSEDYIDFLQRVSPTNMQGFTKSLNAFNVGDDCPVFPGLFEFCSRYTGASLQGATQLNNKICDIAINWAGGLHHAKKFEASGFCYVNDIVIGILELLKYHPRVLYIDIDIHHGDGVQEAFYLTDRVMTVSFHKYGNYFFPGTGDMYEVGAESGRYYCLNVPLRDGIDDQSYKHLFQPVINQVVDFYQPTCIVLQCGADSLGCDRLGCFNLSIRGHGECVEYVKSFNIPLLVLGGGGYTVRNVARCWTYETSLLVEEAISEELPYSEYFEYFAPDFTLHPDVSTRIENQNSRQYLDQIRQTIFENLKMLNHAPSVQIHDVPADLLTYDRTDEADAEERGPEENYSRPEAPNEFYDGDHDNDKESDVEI
Platelet DG rel = modulates dense granule release in human platelets | 300,000 tested, 0.22% active | human platelet-rich plasma, SFLLRN dense granule ATP release, luminescence | inhibition, %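 (compounds screened at 7.5 µM in platelet-rich plasma)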;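 active = mean replicate score, as percent of positive control, at or above 50; inconclusive = mean below 50 but at least one replicate at or above 50; inactive = mean and every replicate below 50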
HSF-1 act = increases HSF-1 driven luciferase reporter signal | NIH3T3-HGL HSF-1 luciferase reporter, MG132, 8 h; 100% = twice DMSO control signal | activation, % at 9 µM | 300,000 tested, 1.7% active | AID 504408;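 active = mean replicate activation of at least 50% with a set share of replicates each reaching 50%; inconclusive = only one of those two conditions met; inactive = mean below 50% and too few replicates reaching it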;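 also: 0% = median of the neutral control wells and 100% = twice that signal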
KLF5 inhibitor = inhibitors of KLF5 expression | AID 1700 | DLD-1 KLF5 promoter-luciferase reporter, luminescence | inhibition, % at 5 µM | 290,000 tested, 0.23% active;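 active = inhibition above a per-plate limit of that plate's mean compound inhibition plus 3 SD, cut at about 60% in these data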;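 also: 0% = DMSO wells and 100% = LY294002 at 200 µM; higher means less KLF5 promoter-driven luciferase light; inactives centre near -14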
AI-2 QS modul = modulates the Vibrio harveyi AI-2 quorum sensing system; activity change, % at 7.5 µM; AID 2094; Vibrio harveyi JMH597 AI-2 luminescence/OD600 ratio, 9 h; active compounds read low; strain lacks LuxN and CqsS sensors; 0 = neutral-control median; 300,000 tested, 0.4% active; in the data active = activity change below about -75%, passing the limit was not always enough; inconclusive = no clear call, values can overlap the other calls;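 also: luminescence divided by OD600 gain over 9 h not by final OD600 alone; inactives centre near 13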
IEC-6 cytotox = counter-screen for KLF5 inhibitors: cytotoxicity in IEC-6 cells. IEC-6 cytotoxicity, luminescence viability. inhibition, % at 5 µM. 290,000 tested, 0.78% active. AID 1825; in the data active = inhibition above about 22%;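 also: 0% = plate median of test compound wells and 100% = cytotoxic reference compound wells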
HSP90 inh = HSP90 refolding inhibition in rabbit reticulocyte lysate | luciferase refolding luminescence, 3 h | inhibition, % at 5.6 µM | 290,000 tested, 0.91% active | AID 1789;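 active = inhibition above the screen-wide mean plus 3 SD, computed separately per campaign, cut at about 16% in these data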;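 also: 0% = DMSO wells and 100% = 60 µM geldanamycin wells; inhibitors lower the luminescence because luciferase stays unfolded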
HIF activator = HIF pathway transcriptional activation; U2OS HRE-luciferase reporter, luminescence; normalized: DMSO 0%, desferrioxamine 100%; activation, % at 7.5 µM (by protocol); 300,000 tested, 0.32% active; AID 1910;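 active = mean activation of at least 10% of the iron chelator positive control signal, with at least half of replicates also reaching 10%; inconclusive = mean and replicate majority disagree about reaching 10%; inactive = mean and most replicates under 10%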
aSyn 5UTR inh = MLPCN primary screen, SNCA 5' untranslated region. alpha-synuclein 5'UTR reporter, inhibitor activity. inhibition, % (tested at 7.5 µM). 300,000 tested, 0.82% active. AID 1813; in the data active = inhibition above about 60%; inconclusive = no clear call, values can overlap the other calls;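 also: H4 neuroglioblastoma cells stably carrying SNCA 5'UTR luciferase fusion; 0% = DMSO wells and 100% = positive control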
HSF1 inh = HSF1 inhibition; AID 2098; NIH3T3-HGL HSE-luciferase, MG132-induced, luminescence 8 h; active compounds read low; 300,000 tested, 0.77% active; activity change, negative = inhibition, % at 7.5 µM (by protocol);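 active = more than half of replicate wells show activity change below -50%, luminescence cut by over half; inconclusive = some wells, but at most half, below -50%; inactive = no replicate well below -50%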;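 also: luciferase reports HSF-1 transcriptional activity via heat shock element; 0% = median of DMSO wells and -100% = zero luminescence signal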
Numbers without * were called inactive; ? = inconclusive; / = not tested or not shown. The order is random (roughly 5% active in at least one column).

SMILES	HDAC3 inh	Platelet DG rel	HSF-1 act	KLF5 inhibitor	AI-2 QS modul	IEC-6 cytotox	HSP90 inh	HIF activator	aSyn 5UTR inh	HSF1 inh
c1ccc(COc2ccccc2CNC23CC4CC(CC(C4)C2)C3)cc1	-1.6	0.0	5.2	-19.5	34.9	7.8	-0.2	-0.5	-40.6	3.9
COP(=O)(OC)C(Nc1ccc([N+](=O)[O-])cc1)c1ccccc1 (centres undefined)	1.1	7.5	-1.4	-9.4	-4.5	1.1	-2.7	0.2	-8.1	-13.3
COC(=O)c1ccc(C(=O)OC)nc1	-4.7	-2.4	23.9	-9.0	-0.1	2.4	0.6	-0.4	-43.5	0.8
N#CC1=C(Nc2ccccc2)SC=C(c2ccc(Br)cc2)N=C1N1CCOCC1	0.4	5.1	10.6	9.7	15.7	0.3	-3.2	0.3	-18.6	6.4
CSc1nc(C)cc(OCCNS(=O)(=O)c2ccc(C)cc2)n1	1.7	-1.1	8.7	-22.3	18.9	-0.4	-0.4	-0.1	-4.8	-2.5
COC(=O)c1sccc1NC(=O)c1cccc(OC)c1	-4.0	-14.1	21.0	-22.8	1.9	4.4	0.5	-0.3	19.3	4.7
CCn1ncc(NC(=S)NCCc2ccc(OC)c(OC)c2)c1C(N)=O	-0.9	5.6	/	6.9	5.5	-9.3	5.7	/	/	/
CCN(CC)CC#CCC(O)(c1ccccc1)C1CCCC1 (centres undefined)	-2.5	-4.6	13.0	-21.1	11.0	-3.0	4.5	-0.7	12.0	2.0
O=C(Nc1ccc([N+](=O)[O-])cc1)c1ccccc1F	6.2	1.4	21.4	-103.5	0.9	-2.3	-5.0	1.3	-154.4	12.5
CC1(C)Cc2nc(NCCN3CCOCC3)c(C#N)cc2CO1	1.8	-3.5	102.6*	-11.3	3.3	0.2	-0.3	-0.3	-10.1	42.5
COc1ccc2cc(/C(C)=N/NC(=S)Nc3cc(S(=O)(=O)N4CCOCC4)ccc3N3CCOCC3)ccc2c1	-18.6	7.0	23.9	-5.8	16.4	3.9	2.2	0.7	-12.6	7.5
Cc1cc(NC(=O)CSCCc2ccncc2)no1	-6.2	10.0	-3.1	-2.2	20.5	5.6	3.7	-0.2	-5.6	-2.7
O=C(NC12CC3CC(CC(C3)C1)C2)c1cc([N+](=O)[O-])ccc1N1CCOCC1	1.8	5.3	4.7	-6.3	21.4	-2.0	-1.3	-0.2	4.4	0.5
Cc1ccc(S(=O)(=O)N(CC(=O)N=Nc2c(O)[nH]c3ccccc23)c2ccc(C)c(C)c2)cc1	-1.6	/	/	-23.1	/	4.3	-3.3	/	/	/
Cc1ccc(S(=O)(=O)NCC(=O)OCc2nnc(-c3ccccc3)o2)cc1C	2.2	5.5	-3.6	-54.1	10.8	1.8	12.6	0.5	-42.1	0.5
O=C(Nc1ccc(F)cc1F)N1CCCCCC1	1.8	5.2	4.9	-58.3	12.8	-2.7	-4.9	1.1	-86.5	-1.9
COc1ccc(C2=NN(C(=O)c3ccco3)C(c3cc4ccccc4nc3Cl)C2)cc1 (centres undefined)	0.0	8.3	33.8	-31.2	0.1	-3.8	2.8	-0.7	-37.5	15.7
CC1CCCC(C)N1C(=O)CSc1nc2c(c(=O)n(C)c(=O)n2C)n1C (centres undefined)	3.8	-13.5	-11.0	-30.9	9.7	5.9	4.1	0.3	22.5	-3.9
COc1ccc(OC)c(NC(=O)/C=C/c2ccccc2[N+](=O)[O-])c1	2.9	23.2	-0.5	-20.0	32.6	4.4	-3.3	0.8	-83.7	-5.3
Cc1ccc(C(=O)Nc2ccc(N3CCCC3)cc2)c(C)c1	-11.9	9.1	-8.3	-19.6	-3.8	6.4	0.0	2.4	-36.2	0.6
CCc1ccc(NC(=O)CC2C(=O)NCCN2C(=S)Nc2ccccc2)cc1 (centres undefined)	8.6	7.0	11.8	-48.2	17.6	6.7	-3.9	0.1	6.3	-1.2
O=C1OC(Nc2cc(Br)cc3cccnc23)c2ccccc21 (centres undefined)	1.2	-5.8	7.0	-9.0	37.0	3.1	16.6*	-0.3	38.6	8.4
COc1cc(OC)cc(C(=O)NNC(=O)CCC(=O)c2cccs2)c1	-2.7	0.7	-5.8	1.2	14.3	-1.3	-1.4	0.1	5.0	-5.4
CSCCC(NC(=O)c1ccco1)c1nc2ccccc2[nH]1 (centres undefined)	2.6	-3.6	0.0	-13.6	23.2	-1.7	-3.5	0.1	7.1	3.8
O=C(COC(=O)c1nc(Cl)ccc1Cl)Nc1ccc2[nH]c(=O)[nH]c2c1	0.4	-10.0	6.0	/	16.3	/	/	-12.9	0.3	-6.0
COc1cccc(C2CC(c3cccc(C)c3)n3ncnc3N2)c1 (centres undefined)	-2.7	-10.9	7.1	-22.1	31.9	0.1	-2.6	0.0	-2.2	0.9
COc1cc2c(cc1OC)CN(C(=O)/C=C/c1ccc(F)cc1)CC2	5.7	1.2	8.6	-4.4	28.5	-1.5	-7.5	-0.9	14.0	6.7
Cc1cc([N+](=O)[O-])nn1CC(=O)Nc1c(C)n(C)n(-c2ccccc2)c1=O	1.7	-6.7	-7.7	-10.9	2.3	-1.7	0.0	-0.6	-9.2	-6.5
CCOC(=O)N1CCC(N2CCN(CCC(C)C)C(CCO)C2)CC1 (centres undefined)	-0.9	-1.8	-8.9	-2.3	18.3	3.4	2.8	0.1	-14.4	-8.6
O=C(OCC(=O)N1CCN(c2ccccc2)CC1)c1cc(Cl)ccc1[N+](=O)[O-]	3.3	16.3	-9.8	-30.1	7.6	-3.8	-4.6	0.2	4.8	8.9
COc1ccc(NC(=O)CN(C)C(=O)c2n[nH]c3ccccc23)cc1	1.4	12.9	6.3	/	-5.0	/	/	2.1	-60.2	14.8
CC(=O)N1CCN(C(=S)Nc2cc(S(=O)(=O)N3CCOCC3)ccc2Cl)CC1	-0.1	4.1	6.6	-16.4	33.9	-5.5	1.1	0.0	-8.3	3.8
CC(C)CNC(=O)CN1c2cccc3cccc(c23)S1(=O)=O	-5.7	2.6	-2.1	-14.1	19.5	0.5	-3.0	-0.5	-17.6	-6.2
C=CCn1c(SCC(=O)NCCCO)nc2sc3c(c2c1=O)CCC3	-2.5	7.1	-14.0	9.5	19.1	-0.8	-2.3	0.2	12.0	-3.7
O=C(NC1CCCC1)C(c1ccsc1)N(C(=O)Cc1cccs1)c1ccc(F)cc1 (centres undefined)	-5.0	4.6	-2.8	9.2	8.9	4.2	1.7	-0.6	-3.0	1.4
COCC(=O)Nc1nc(-c2ccc(C)cc2)c(C)s1	1.4	-1.3	7.1	-43.9	2.1	3.0	0.9	0.7	-35.3	2.2
CC1CCN(C(=O)c2cc(Cl)nc3ccccc23)CC1	1.7	-4.1	3.8	-9.5	17.5	2.4	-4.1	-0.1	26.9	-2.7
c1cc(-c2nnc3n2CCC3)[nH]n1	1.0	-1.5	17.1	5.6	13.8	-0.5	2.3	0.2	11.3	1.2
Cn1nnnc1SCC(=O)N1CCCc2ccccc21	-2.7	-0.8	-12.8	7.0	10.6	-3.1	1.1	-0.2	16.8	1.3
CC(C)c1ccc(/C=C/C(=O)NCc2ccc(S(N)(=O)=O)cc2)cc1	8.7	3.6	7.3	-17.7	23.5	-0.9	3.6	0.2	-15.3	4.8
Cc1cccc(-c2noc(-c3cc4ccccc4oc3=O)n2)c1	-5.5	4.6	13.5	-64.6	15.6	6.5	-8.6	1.8	-157.7	14.4
CC(=O)Nc1ccc(Oc2sc(C(=O)c3ccccc3)c(N)c2C#N)cc1	-2.9	-0.2	87.4*	-9.1	-5.1	-3.0	1.7	0.0	-40.7	60.3
O=C(c1cc(Cl)c(=O)n(Cc2ccccc2)c1)N1CCOCC1	-1.3	-6.8	10.2	10.5	16.6	1.5	-1.5	-0.1	10.3	9.8
Cc1cc(C(=O)CSc2nc3ccccc3c(=O)[nH]2)c(C)n1C	-5.4	0.6	-7.3	-13.9	8.3	1.5	3.8	1.9	-130.4	13.2
CC(C)(Oc1ccc(Cl)cc1)C(=O)NCc1ccco1	15.8	-10.0	36.2	8.2	-7.8	-3.7	3.4	-0.2	-8.3	12.4
Cc1cc(NC(=O)c2cc3cccc([N+](=O)[O-])c3[nH]2)ccc1F	-1.5	3.9	?	-122.7	27.8	5.8	-1.2	2.8	-92.5	22.0
COc1cccc(C(=O)Nc2nc(-c3ccc(S(=O)(=O)N4CCOCC4)cc3)cs2)c1	10.2	-6.3	-13.4	5.9	12.1	-1.3	1.3	-0.2	13.5	-8.0
CCCC(=O)OCC(=O)Nc1ccccc1Sc1ccccc1	1.1	10.7	-2.9	-0.2	12.6	0.9	-5.5	0.1	9.0	-5.3
Cc1cccc(NC(=O)Cn2nc([N+](=O)[O-])c(Br)c2C)n1	-0.2	7.7	4.0	21.6	-19.6	-2.0	-1.9	-0.8	-2.7	9.1
O=C(NCc1cccnc1)C1CC(c2ccccc2O)=NO1 (centres undefined)	-6.8	4.5	2.3	-6.9	-8.1	-2.4	1.7	1.0	-18.0	0.2
CC(=O)c1ccc(N2CCN(S(=O)(=O)c3cccc4nsnc34)CC2)cc1	-2.6	-3.7	46.7	-5.7	30.4	-2.9	0.3	-0.4	-10.3	9.6
Cc1ccc(-n2ncc3c(NCc4cccnc4)ncnc32)c(C)c1	-9.4	-2.6	-8.7	4.1	0.5	3.0	-2.3	-8.1	-7.1	-7.7
CC1CCN(S(=O)(=O)c2ccc(S(=O)(=O)NCc3ccccc3)cc2)CC1	-6.1	0.1	11.1	-2.7	19.7	4.1	-0.9	-0.5	-3.5	-1.0
O=C(NCc1ccon1)C1CCC(=O)N(CCc2ccc(Cl)cc2)C1 (centres undefined)	/	-1.1	2.8	-19.9	11.2	2.2	-1.6	-0.4	-1.0	-3.3
COCCn1c(SCCCc2ccccc2)nc2c1c(=O)[nH]c(=O)n2C	2.1	-27.2	19.7	4.5	37.3	-5.0	-1.4	-0.6	24.3	9.1
CCc1ccc(-c2nc(CN3CCC(C(=O)NCCN(CC)c4ccccc4)CC3)c(C)o2)cc1	8.0	0.4	-4.7	-1.8	2.7	-0.4	5.0	-2.8	31.6	-2.3

Of the compounds above, these contain a furan ring, fused or not.
SMILES	HDAC3 inh	Platelet DG rel	HSF-1 act	KLF5 inhibitor	AI-2 QS modul	IEC-6 cytotox	HSP90 inh	HIF activator	aSyn 5UTR inh	HSF1 inh
COc1ccc(C2=NN(C(=O)c3ccco3)C(c3cc4ccccc4nc3Cl)C2)cc1 (centres undefined)	0.0	8.3	33.8	-31.2	0.1	-3.8	2.8	-0.7	-37.5	15.7
CSCCC(NC(=O)c1ccco1)c1nc2ccccc2[nH]1 (centres undefined)	2.6	-3.6	0.0	-13.6	23.2	-1.7	-3.5	0.1	7.1	3.8
CC(C)(Oc1ccc(Cl)cc1)C(=O)NCc1ccco1	15.8	-10.0	36.2	8.2	-7.8	-3.7	3.4	-0.2	-8.3	12.4
